# Screens from PubChem.
# hIAP block = human IAP inhibition; P09923; purified IAP, CDP-Star luminescence, 30 min; inhibition, % at 10 µM; hit rate 0.12% among 330,000; AID 2544;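 active means inhibition reaching a set limit with compound at 10 µM in the primary screen, cut at about 35% in these data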;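 further: plate controls were DMSO wells with enzyme for no effect and no-enzyme buffer wells for full effect; values of inactives mirror those of a sister screen read the other way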
# A3G deaminase = APOBEC3G (human) deaminase inhibition. Q9HC16. recombinant A3G, ssDNA deamination FAM/TAMRA fluorescence. inhibition, % at 20 µM. hit rate 0.28% among 330,000. AID 493012;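 active means inhibition of at least 40% at 20 µM, with no more than 30% in the related APOBEC3A deaminase screen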;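 further: plate controls were DMSO wells with A3G for no effect and wells lacking A3G enzyme for full effect; some compounds called inactive have numbers as strong as hits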
# Target sequence (Q9HC16 whole entry, looked up): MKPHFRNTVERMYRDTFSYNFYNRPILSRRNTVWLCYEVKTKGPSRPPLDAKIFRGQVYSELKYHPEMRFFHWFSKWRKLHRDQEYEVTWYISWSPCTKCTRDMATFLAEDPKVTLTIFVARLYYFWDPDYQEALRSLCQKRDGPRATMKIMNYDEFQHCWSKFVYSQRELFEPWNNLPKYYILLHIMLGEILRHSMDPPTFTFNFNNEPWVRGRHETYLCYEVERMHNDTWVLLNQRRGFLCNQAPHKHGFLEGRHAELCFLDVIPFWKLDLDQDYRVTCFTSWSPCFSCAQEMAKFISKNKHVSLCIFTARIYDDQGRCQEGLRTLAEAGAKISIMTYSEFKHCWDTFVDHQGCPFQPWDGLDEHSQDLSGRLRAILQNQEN
# mIAP inh = mouse IAP inhibition | purified mouse IAP, CDP-Star luminescence, 30 min | inhibition, % at 10 µM | hit rate 0.2% among 330,000 | AID 2806;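 active means inhibition of at least 40% at 10 µM in the primary screen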;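 further: plate controls were DMSO with enzyme for no effect and no enzyme wells for full effect; values of inactives mirror those of a sister screen read the other way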
# mIAP act = mouse IAP activation | muIAP, CDP-Star luminescence, 30 min; active compounds read high; 1 = vehicle-only enzyme signal, 0 = enzyme-free wells | activation factor at 10 µM | hit rate 0.24% among 330,000 | AID 2805;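 active means activation factor of at least 2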; further: the source names both 10 and 20 µM as test concentration; values of inactives mirror those of a sister screen read the other way
#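 Assay system: mouse IAP enzyme; Reagent: CDP-Star chemiluminescent phosphatase substrate; Compound: DMSO-dissolved test compounds; Incubation: 30 min, room temperature; Technique: luminescence from enzymatic CDP-Star hydrolysis; Controls: DMSO-only wells and no-enzyme negative control.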
# hIAP act = human IAP activation. purified human IAP, CDP-Star luminescence, 30 min; active compounds read high; 1 = vehicle-only enzyme, 0 = enzyme-free background. activation factor at 10 µM. hit rate 0.16% among 330,000. AID 2524;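 active means activation factor of the enzyme at least 2-fold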; further: the source names both 10 and 20 µM as test concentration; values of inactives mirror those of a sister screen read the other way
# MPTP block = inhibitors of mitochondrial permeability transition pore. inhibition, % at 10 µM. hit rate 1.4% among 360,000. isolated mouse mitochondria, Ca2+ swelling absorbance, 30 min;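 active means inhibition of 50% or more, scaled per plate between neutral and stimulator controls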;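 further: 0% = DMSO wells given calcium and 100% = 1 mM EGTA wells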
# NR3A LBD binder = modulators (binders) of human NR3A ligand-binding domain; Tm shift relative to glycine control, % at 25 µM; hit rate 2.5% among 340,000; AID 1259313; NR3A LBD differential scanning fluorimetry, Tm shift; 0% = protein alone, 100% = glycine-bound protein;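 active means melting temperature shift of at least 10% of the positive control shift, at one fixed dose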
# APOBEC3A inh = blocks human APOBEC3A ssDNA deamination; recombinant A3A, FAM/TAMRA ssDNA deamination fluorescence; P31941; inhibition, % at 20 µM; hit rate 0.41% among 330,000;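 active means at least 40% inhibition at 20 µM here, with at most 30% in a related deaminase screen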;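 further: plate controls were A3A with DMSO for no effect and wells lacking A3A enzyme for full effect; some results filed as inactive read as strong as hits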
# Target sequence (P31941 whole entry, looked up): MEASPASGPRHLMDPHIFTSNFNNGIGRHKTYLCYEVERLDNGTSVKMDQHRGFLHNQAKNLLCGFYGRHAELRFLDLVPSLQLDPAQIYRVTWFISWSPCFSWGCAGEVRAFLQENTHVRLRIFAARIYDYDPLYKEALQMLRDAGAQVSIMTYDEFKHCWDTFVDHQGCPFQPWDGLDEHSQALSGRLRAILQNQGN
# beta cell repl = inducers of beta-cell replication in MIN6 cells; MIN6 cells proliferation, ATPlite luminescence, 48 h; cells starved in 0.2% serum; 100% = growth in 10% serum; proliferation, % at 10 µM; hit rate 0.29% among 330,000; AID 2380;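 active means compounds whose signal lies at least 3.5 SD above the mean of all wells on their plate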;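 further: 0% = DMSO-treated cells in low-serum medium and 100% = 10% serum control; some compounds called inactive have numbers as strong as hits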
# Active calls of the source: *.
SMILES,hIAP block,A3G deaminase,mIAP inh,mIAP act,hIAP act,MPTP block,NR3A LBD binder,APOBEC3A inh,beta cell repl
O=C1CCC(=O)N1CN(Cc1ccco1)CN1C(=O)CCC1=O,3.8,-3.0,-0.7,1.01,0.962,-2.0,3.4,-2.0,0.0
O=C(NC(NCC1CCCO1)C(Cl)(Cl)Cl)c1cccc2ccccc12 (stereo unspecified),-5.0,-0.6,-8.5,1.08,1.05,0.7,-0.1,2.3,-1.9
O=C(CCc1nnc(Cc2ccc(-c3ccccc3)cc2)o1)NCCc1ccccn1,-5.0,-4.2,-8.4,1.08,1.05,-1.1,-0.7,3.7,2.1
Cc1ccc(S(=O)(=O)N2CCN(C(=O)N(c3ccccc3)c3ccccc3)CC2)cc1,11.5,-4.6,1.0,0.99,0.885,-3.5,-0.2,-3.2,-1.1
CCOc1ccc(-n2ccnc(SCC(=O)NCCc3ccccc3)c2=O)cc1,-6.3,-6.0,18.2,0.818,1.06,-0.6,3.1,-0.3,-7.4
O=C1NC(SCCCF)=N/C1=C/c1ccc(-n2cncn2)cc1,-4.0,-3.8,8.5,0.915,1.04,2.5,-0.9,-1.8,-2.7
Cc1ccsc1C1C(C#N)=C(N)OC2=C1C(=O)CC(C)(C)C2 (stereo unspecified),-4.0,-4.3,-8.7,1.09,1.04,0.7,-2.2,-7.2,-2.6
Cc1ccc(Nc2ccc([N+](=O)[O-])ccc2=O)cc1,14.9,0.2,28.8,0.712,0.851,1.4,1.1,-0.2,0.7
Cc1cc(C)c(NC(=O)CN2C(=O)NC3(CCCc4ccccc43)C2=O)c(Cl)c1 (stereo unspecified),2.1,-7.5,3.2,0.968,0.979,-1.3,-1.4,-0.7,-0.9
O=C(CCCn1cncn1)N1CCCC(N2CCN(c3ccc(F)cc3)CC2)C1 (stereo unspecified),-13.1,-8.3,5.8,0.942,1.13,1.1,-0.9,-3.5,-4.6
COCCN1CCN(C(=O)c2ccc3oc(CCc4ccccc4)nc3c2)CC1,-13.9,-5.9,3.5,0.965,1.14,0.3,1.0,-2.3,5.2
CCC1Sc2ccc(S(=O)(=O)CCC(=O)Nc3ccccc3Br)cc2NC1=O (stereo unspecified),2.8,3.2,3.8,0.962,0.972,-1.6,3.7,-2.7,-3.5
O=C1C(=Cc2cccn2-c2ccc(O)cc2)C(=O)c2ccccc21,22.9,2.6,15.0,0.85,0.771,-4.4,0.6,11.1,-1.9
Cc1cc2ncn(CCC(=O)NC(C)(C)C)c2cc1C,3.9,-3.9,4.1,0.959,0.961,-2.3,-1.5,-3.3,0.8
Cc1c(OC(C)C(=O)NCC(O)c2ccccc2)ccc2c3c(c(=O)oc12)CCCC3 (stereo unspecified),-13.9,-2.0,4.7,0.953,1.14,0.4,0.6,0.8,0.3
Nc1c(-c2ccc3c(c2)OCCO3)oc2ccccc2c1=O,-22.9,-6.5,-14.1,1.14,1.23,-1.4,0.3,-1.0,1.6
CC1CCC(NC(=O)c2ccc(S(C)(=O)=O)cc2)CC1 (stereo unspecified),0.3,3.6,-3.2,1.03,0.997,1.1,-3.3,-2.0,-3.9
COc1cc(/C=C(/C#N)c2nc3ccccc3[nH]2)ccc1OC(=O)c1ccco1,7.9,-9.7,13.4,0.866,0.921,2.0,2.2,-4.2,-4.1
O=C(NC1CCCCC1)N1CCCC1,21.9,-11.8,-2.8,1.03,0.781,0.1,0.2,-1.1,-1.1
CCCCC(=O)O[C@]1(C(=O)CO)CC[C@H]2[C@@H]3CCC4=CC(=O)CC[C@]4(C)[C@H]3[C@@H](O)C[C@@]21C,12.0,-4.5,-0.7,1.01,0.88,-0.4,2.0,-0.6,-1.6

# Record cards, from the list above:
# CCC1Sc2ccc(S(=O)(=O)CCC(=O)Nc3ccccc3Br)cc2NC1=O (stereo unspecified) across the screens: hIAP block = 2.8; A3G deaminase = 3.2; mIAP inh = 3.8; mIAP act = 0.962; hIAP act = 0.972; MPTP block = -1.6; NR3A LBD binder = 3.7; APOBEC3A inh = -2.7; beta cell repl = -3.5
# O=C(NC(NCC1CCCO1)C(Cl)(Cl)Cl)c1cccc2ccccc12 (stereo unspecified) across the screens: hIAP block = -5.0; A3G deaminase = -0.6; mIAP inh = -8.5; mIAP act = 1.08; hIAP act = 1.05; MPTP block = 0.7; NR3A LBD binder = -0.1; APOBEC3A inh = 2.3; beta cell repl = -1.9
# CCOc1ccc(-n2ccnc(SCC(=O)NCCc3ccccc3)c2=O)cc1 across the screens: hIAP block = -6.3; A3G deaminase = -6.0; mIAP inh = 18.2; mIAP act = 0.818; hIAP act = 1.06; MPTP block = -0.6; NR3A LBD binder = 3.1; APOBEC3A inh = -0.3; beta cell repl = -7.4

# (list continues)
SMILES,hIAP block,A3G deaminase,mIAP inh,mIAP act,hIAP act,MPTP block,NR3A LBD binder,APOBEC3A inh,beta cell repl
CCN(CC)c1ccc(NC(=O)CC2Oc3ccccc3NC2=O)c(C)c1 (stereo unspecified),1.3,-6.5,0.0,1,0.987,-0.6,2.2,-4.1,0.7
COc1cccc(OCc2cc(C(=O)N3CCN(c4ccccc4O)CC3)no2)c1,-7.2,-4.6,2.1,0.979,1.07,0.1,2.0,-2.9,-2.6
COCC(=O)Nc1ccc2c(c1)OCC(=O)N2Cc1ccc(C)cc1,18.9,-7.8,-1.9,1.02,0.811,-0.6,2.1,-3.0,-0.3
O=C1CC(c2ccccc2F)c2cc3c(cc2N1)CCC3 (stereo unspecified),-219.6,-3.6,-16.5,1.17,3.2*,-0.2,-0.3,-2.1,-2.8
CCN1C(=O)C(CC(=O)Nc2ccc(OC)cc2)N(CCc2ccccc2F)C1=S (stereo unspecified),28.4,-5.2,-14.7,1.15,0.716,10.5,-2.1,-2.5,-3.2
CCOc1cc(C)c(Cl)cc1S(=O)(=O)NC1CC(C)(C)NC(C)(C)C1,10.4,-10.6,-0.2,1,0.896,-0.6,1.7,-3.7,-1.5
O=C(C[C@@H]1C/C=C\CC[C@@H](Cc2ccc(F)cc2)C(=O)OC[C@@H]2CCCN2C1=O)NCCO,15.3,5.9,-15.0,1.15,0.847,-0.7,-1.8,2.5,-2.5
CCC(C)Sc1nc2c(c(=O)n1C)SC(C)C2 (stereo unspecified),17.6,2.3,-5.3,1.05,0.824,-0.1,-3.6,0.6,-0.2
